# STK33 inh: inhibitors of purified STK33 kinase, primary screen, biochemical, ADP-Glo luminescence, homogeneous, cell-free; Serine/threonine-protein kinase 33 (Homo sapiens), Q9BYT3; MBP phosphorylation; 320,000 compounds, 0.073% hits; inhibition, % at 10 µM; AID 2661, 2010;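 active means inhibition at or above 25%, using the most active replicate where run in duplicate; inactive means inhibition below 25%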
# Target sequence (Q9BYT3 whole entry, looked up): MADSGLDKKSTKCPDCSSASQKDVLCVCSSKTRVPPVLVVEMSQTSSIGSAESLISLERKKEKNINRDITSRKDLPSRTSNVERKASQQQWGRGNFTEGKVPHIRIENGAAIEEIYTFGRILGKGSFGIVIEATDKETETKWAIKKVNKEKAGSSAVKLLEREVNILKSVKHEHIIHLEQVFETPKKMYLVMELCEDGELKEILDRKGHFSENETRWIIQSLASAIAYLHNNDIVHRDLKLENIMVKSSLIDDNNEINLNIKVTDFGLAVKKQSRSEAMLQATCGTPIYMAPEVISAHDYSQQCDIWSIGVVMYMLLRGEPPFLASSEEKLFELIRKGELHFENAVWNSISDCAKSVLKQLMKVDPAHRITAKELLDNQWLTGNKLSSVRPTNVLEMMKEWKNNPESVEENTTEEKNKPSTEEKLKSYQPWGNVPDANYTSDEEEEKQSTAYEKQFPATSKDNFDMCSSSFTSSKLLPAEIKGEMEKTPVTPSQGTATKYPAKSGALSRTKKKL
# Kir21 inh: inhibitors of mouse Kir2.1 inward-rectifier potassium channel. 310,000 compounds, 0.85% hits. Inward rectifier potassium channel 2 (Mus musculus), P35561. B-score at 10 µM. HEK293-Kir2.1, FluxOR thallium flux fluorescence; active compounds read low;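 active means fluorescence ratio B-score at or below minus 3 SD of library scores, with starting-brightness B-score within 2 SD, cut at about -4.2 in these data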;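 further: channel flux triggered by added potassium and thallium sulfate stimulus; B-score of peak minus minimum fluorescence over baseline after thallium stimulus; more negative B-score means stronger Kir2.1 block with less thallium influx; some compounds called inactive have numbers as strong as hits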
# Target sequence (P35561 whole entry, looked up): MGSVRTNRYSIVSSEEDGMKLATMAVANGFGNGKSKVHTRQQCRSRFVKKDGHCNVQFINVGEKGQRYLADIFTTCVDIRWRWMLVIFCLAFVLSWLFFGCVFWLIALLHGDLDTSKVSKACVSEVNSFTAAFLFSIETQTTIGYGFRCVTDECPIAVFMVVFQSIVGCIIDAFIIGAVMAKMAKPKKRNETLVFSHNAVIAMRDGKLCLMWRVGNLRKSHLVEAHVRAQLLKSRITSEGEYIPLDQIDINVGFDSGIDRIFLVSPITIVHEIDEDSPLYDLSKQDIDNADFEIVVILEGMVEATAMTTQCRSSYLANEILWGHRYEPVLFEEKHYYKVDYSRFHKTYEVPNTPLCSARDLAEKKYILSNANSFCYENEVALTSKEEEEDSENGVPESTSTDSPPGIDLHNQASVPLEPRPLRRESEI
# The depositor's hits bear a star; · = no result given.
STK33 inh,Kir21 inh,Molecule
-0.3,-0.94,N#C/C(=C(/O)CN1CCN(c2ccccc2F)CC1)c1nc(-c2ccccc2)cs1
-0.5,-0.62,COc1cc(NC(=O)Cn2cnc3ccccc3c2=O)c(OC)cc1Cl
-0.2,-2.3,Cc1cc(Oc2ccc3ccccc3c2)nc(SCC(=O)c2ccccc2)n1
-1.5,0,COc1ccc(C(=O)OCCN2CCN(C3=NS(=O)(=O)c4ccccc43)CC2)cc1OC
1.4,-0.39,Cc1cccc(CN2CCc3c(OCC(=O)NCc4ccco4)cccc3C2=O)c1
1.1,-0.93,CCOc1ccc(-c2cc(C(=O)NCCCN3CCOCC3)c3ccccc3n2)cc1
-2.7,0.25,O=C(COc1ccc(Br)cc1Cl)NC1CCCCC1
-0.2,0.08,C/C(Cn1nnc2ccccc21)=N\NC(=O)c1cccc(Br)c1
-0.5,-3,O=C(NCCN1CCCC1)c1ccc2c(c1)N(Cc1cccc(Cl)c1)C(=O)c1ccccc1S2(=O)=O
-1.1,-0.22,COc1ccc2oc(C(=O)OCC(=O)NCCc3ccccc3)c(C)c2c1
-1.2,0.48,N#C/C(=C\C=C\c1ccccc1)C(=O)N1CCCC1
1.3,0.13,Cc1cccc(C(=O)Nc2ccc(C(=O)N/N=C/c3cccnc3)cc2)c1
-1.1,1.4,COc1cc(N/C(=N/S(=O)(=O)c2ccccc2)c2ccccc2)ncn1
-2.1,0.51,COCCSc1nnc(NC(=O)CCS(=O)(=O)Cc2ccccc2)s1
-0.4,·,O=C(COC(=O)c1ccc(F)cc1)NC1CC1
-0.6,-0.61,CCN(CC(=O)Nc1ccc(Br)cc1)C(=O)Cc1cccc(F)c1
-1.3,0.25,CCN(CC)S(=O)(=O)c1ccc2c(c1)N(CC(=O)Nc1ccc(NC(C)=O)cc1)C(=O)CO2
-0.5,2.6,Cc1nn(C)c(C)c1/C=C/C(=O)c1ccccc1
-1.5,-3.7,COc1ccc(-n2c(SCC(=O)Nc3ccc(NC(C)=O)cc3)nc3c([nH]c4ccccc43)c2=O)cc1OC
-2.2,-0.01,COC(=O)Cn1cnc2c(nnn2-c2cccc(OC)c2)c1=O

# In the list so far, three have bromine:
STK33 inh,Kir21 inh,Molecule
-2.7,0.25,O=C(COc1ccc(Br)cc1Cl)NC1CCCCC1
-0.2,0.08,C/C(Cn1nnc2ccccc21)=N\NC(=O)c1cccc(Br)c1
-0.6,-0.61,CCN(CC(=O)Nc1ccc(Br)cc1)C(=O)Cc1cccc(F)c1

# More records
STK33 inh,Kir21 inh,Molecule
0.7,0.17,Cc1ccccc1OCC(=O)Nc1ccccc1N1CCC(C)CC1
-2.0,-0.32,COc1cc(NC(=O)Cc2ccccc2)cc(OC)c1
1.2,-3.2,Cc1ccc(Sc2cnn(-c3ccccc3)c(=O)c2Cl)cc1
0.8,0.95,O=C(Nc1ccc(N=Nc2ccccc2)cc1)c1ccc(Cl)cc1Cl
3.6,0.63,CCCc1cc(=O)oc2cc(C)cc(OCc3nn[nH]n3)c12
0.8,-3.5,COc1ccc(S(=O)(=O)N2CCCN(Cc3cccc(F)c3)CC2)cc1
-2.7,1,CN(C(=O)COC(=O)/C=C/c1ccccc1[N+](=O)[O-])c1ccccc1
-0.4,1.4,Nc1nc(SCC(=O)NN(c2ccccc2)c2ccccc2)n[nH]1
-0.6,-0.8,COc1cc([N+](=O)[O-])ccc1NC(=O)Cc1ccc(F)cc1
-0.9,·,O=C(CCCN1C(=O)/C(=C/c2ccccc2OC(F)F)SC1=S)Nc1cccnc1
-0.7,0.88,O=C(Nc1nnc(SCc2ccc(Cl)cc2)s1)c1ccco1
0.3,-0.39,Nc1nonc1C(=O)N/N=C/c1cc(Br)ccc1O
0.0,-1.8,CCOC(=O)c1ccc(NC(=O)c2ccc(CO)c(C(=O)NC3CCN(C(=O)OCC)CC3)c2)cc1
-0.1,-1,COc1nc(C)nc(C)c1Oc1ccc(Cl)cc1Cl
-0.8,0.78,COc1ccccc1NC(=O)Cn1c(O)c(N=NC(=O)c2ccccc2O)c2ccccc21
-0.1,-0.56,CCc1ccc(OC(=O)c2ccn(CC)n2)cc1
0.6,0.89,Cc1nc2c(nnn2Cc2c(Cl)cccc2Cl)c(=O)[nH]1
-1.4,-1,CNc1nc(NN)nc(Nc2ccccc2)n1
0.4,1.2,O=C(O)CC12CSc3[nH]c(=O)sc3C1c1ccccc1OC2=O (stereo not drawn)
-1.4,-0.91,CCOc1ccccc1Oc1coc2cc(OCC(=O)O)ccc2c1=O

# Random excerpt: 2 compounds from above.
STK33 inh,Kir21 inh,Molecule
-2.0,-0.32,COc1cc(NC(=O)Cc2ccccc2)cc(OC)c1
0.6,0.89,Cc1nc2c(nnn2Cc2c(Cl)cccc2Cl)c(=O)[nH]1

# The list goes on.
STK33 inh,Kir21 inh,Molecule
-2.1,-0.62,O=C(N/N=C\c1ccccn1)C1COc2cc3ccccc3cc2O1 (stereo not drawn)
-1.1,0.44,CCCCn1c(O)c(C(CC)=Nc2ccc3c(c2)CCC3)c(=O)[nH]c1=O
-0.3,1.2,Cc1cc(C)nc(NS(=O)(=O)c2ccc(N=NN(C)C)cc2)n1
-0.4,0.72,O=C(NCc1ccc(F)cc1)C1Cc2ccccc2CN1C(=O)c1ccco1 (stereo not drawn)
-0.7,1.3,NS(=O)(=O)c1ccc(-n2nncc2-c2ccco2)cc1
-1.6,0.01,CCCCC(=O)O[C@H]1CC[C@H]2[C@@H]3CCc4cc(O)ccc4[C@H]3CC[C@]12C
-2.9,-1.3,O=C(Nc1ccccc1C(=O)N1CCOCC1)c1ccc(Cl)cc1
-0.1,·,Cc1nn(Cc2ccccc2)c(C)c1C(=O)N1CCN(S(=O)(=O)/C=C/c2ccccc2)CC1
1.5,0.34,COC(=O)c1cc(S(=O)(=O)N2CCC(c3ccccc3)C2)c[nH]1 (stereo not drawn)
-1.4,-1.4,O=C(COC(=O)c1cnccn1)NCCc1ccccc1
-1.6,-0.11,CC(C)C[C@H](NC(=O)CCn1nnc2ccccc2c1=O)C(=O)O
-0.7,0.3,Cc1ccccc1OCCn1c(=O)sc2ccccc21
0.7,-0.08,C=C(C)c1cccc(C(C)(C)NC(=O)NC2CCCC2)c1
-1.3,·,COc1ccc(C(=O)OCC(=O)N2CCc3ccccc3C2)cc1OC
2.7,-0.05,Cc1ccc(CN(Cc2ccccc2)C(=S)NCC(=O)NCc2cccnc2)o1
1.4,-2.7,CCOC(=O)c1cnc(-c2ccccc2)nc1N1CCOCC1
-1.1,-0.1,Nc1nonc1-n1nnc(C(=O)N/N=C/c2ccccc2Cl)c1COc1ccc(F)cc1
-0.7,·,O=S(=O)(Nc1ncnc2sccc12)c1cccc(F)c1
-1.0,0.73,CCCC(=O)Nc1ccc(C(=O)Nc2ccc([N+](=O)[O-])cc2OC)cc1
0.3,2.6,O=C1C2C(C(=O)N1/N=C/c1cccc([N+](=O)[O-])c1)C1C=CC2C12CC2 (stereo not drawn)
-0.4,0.22,CCCC(=O)Nc1cc(C(=O)N(C)CC(OC)OC)ccc1S(=O)(=O)c1ccc(C)cc1
1.5,-8.2*,CCCCN(C(=O)CCn1c(=O)oc2ccccc21)c1ccccc1
-1.5,0,CCC1CCCCN1CCCNC(=O)C(C)n1nc(C)c2sc3ccccc3c2c1=O (stereo not drawn)
0.9,0.26,O=C(CCN1C(=O)c2ccccc2S1(=O)=O)Nc1ccc(Cl)cc1
-1.0,-1.6,Nc1nc(NCC2CCCO2)nc(Nc2cccc(F)c2)c1[N+](=O)[O-] (stereo not drawn)
-0.5,0.4,O=C1C2CC=C(Cl)CC2C(=O)N1CN(Cc1ccco1)CN1C(=O)C2CC=C(Cl)CC2C1=O (stereo not drawn)
-0.1,0.71,Cc1nc(SCC(=O)Nc2ccccc2Cl)oc1C
0.3,1.6,Cc1ccc(CN2CCN(CC(=O)N/N=C/c3ccc(C)o3)CC2)cc1
-2.0,·,CCN(c1ccccc1)S(=O)(=O)c1ccc(OC)c(NC(=O)CN2C(=O)NC(C)(C)C2=O)c1
-0.3,·,CCCCN(C(=O)C(C)(C)Oc1ccc(Cl)cc1)c1c(N)n(CCC)c(=O)[nH]c1=O
-0.9,0.07,COc1ccc(C=O)cc1COc1ccc(F)cc1F
-2.7,0.09,S=C(Nc1cccc2ccccc12)NN1CCOCC1
-2.3,0.8,CC(NC(=O)Cn1cc(C(F)(F)F)cc(Cl)c1=O)c1ccccc1 (stereo not drawn)
0.3,-0.85,Cc1cccc(N(CC(=O)NC(C)(C)C)C(=O)CCC(=O)Nc2ccccn2)c1
0.2,-0.81,COc1cccc(NC(=O)N(C2CCCCC2)C(C)c2cccs2)c1 (stereo not drawn)
-0.9,1.3,Cc1ccc2c(c1)C(c1ccccc1)N(C(=O)c1ccccc1[N+](=O)[O-])CC(=O)N2 (stereo not drawn)
-0.6,-0.37,CC1CN(c2ncnc3c2oc2ccccc23)CC(C)O1 (stereo not drawn)
0.0,1.1,Nc1ccc2oc(C3CCCCC3)nc2c1
0.6,0.8,CCN(CC)CCNc1ccc(Cl)cc1[N+](=O)[O-]
-1.0,-2.1,CCOc1ccccc1NC(=O)CN1CCc2ccccc2C1
-4.7,-0.01,COc1ccc(N=C2SC(C(=O)Nc3ccc(C(=O)O)cc3)CC(=O)N2Cc2cccs2)cc1 (stereo not drawn)
-1.0,-0.64,O=C(CCC(=O)NC12CC3CC(CC(C3)C1)C2)NC1CCCCC1
·,-0.3,CC(=O)c1cccc(OCC(=O)N2CCN(c3ccc(C(F)(F)F)cn3)CC2)c1
-0.3,-1.1,O=C(CSc1ccc2nnc(-c3cccc(F)c3)n2n1)N1CCCc2ccccc21
-2.1,-1.5,COc1ccc(Br)cc1/C(C)=N/NC1=NCCN1
-1.2,0.02,O=C(NCc1ccc(CNC(=O)c2ccco2)cc1)c1ccco1
1.6,-0.39,CCc1nc(NCCN2CCOCC2)c2oc3ccccc3c2n1
-2.0,·,C=CCN=C1S/C(=C\N(C)C)C(=O)N1S(=O)(=O)c1ccc(C)cc1
-2.3,-1,COc1cccc(C2C3=C(CC(C)(C)CC3=O)OC(N)=C2[N+](=O)[O-])c1 (stereo not drawn)
-0.1,0.02,c1ccc(Cc2nnc(N3CCOCC3)c3ccccc23)cc1
-0.9,-0.95,O=C(N/N=C/c1cn(Cc2ccccc2)c2ccccc12)c1cc(O)cc(O)c1
0.6,1.7,CCOC(=O)c1c(C)oc2c1c1c(c3ccccc32)OCN(CCCC(=O)O)C1
2.1,2.1,COc1ccc(-n2nc3c(c2NC(=O)C(C)Cl)CSC3)cc1 (stereo not drawn)
-1.0,0.6,CC(C)N1CC23C=CC(O2)C(C(=O)OCc2ccccc2)C3C1=O (stereo not drawn)
-1.8,0.35,Cc1ccccc1NC(=S)NCc1ccc(F)cc1
-2.0,-0.11,Cc1ccc(-n2c(O)c(C=Nc3ccc4c(c3)OCO4)c3ccccc3c2=O)cc1C
-0.3,1.2,Nn1c(SCCOc2ccccc2)nnc1-c1cccnc1
-1.4,0.31,CC(C)(CC(=O)O)CC(=O)Nc1cc(C(F)(F)F)cc(C(F)(F)F)c1
-0.6,1.8,O=C(CNC(=O)c1ccccc1)OCC(=O)c1ccccc1Cl
1.0,1.2,COc1cc(NC(=O)c2ccc(S(=O)(=O)N(C)C)cc2)cc(OC)c1OC

# Profiles as entered above. Values in the order: STK33 inh | Kir21 inh
# CC(C)(CC(=O)O)CC(=O)Nc1cc(C(F)(F)F)cc(C(F)(F)F)c1 is listed as -1.4 | 0.31
# O=C(COC(=O)c1ccc(F)cc1)NC1CC1 is listed as -0.4 | ·

# Next compounds
STK33 inh,Kir21 inh,Molecule
-1.0,-0.15,COc1ccc(C(=O)N(CN2CCCC2=O)c2cc(C)on2)cc1OC
-1.2,-0.23,COC(=O)C(Cc1ccccc1)NC(=O)COc1ccc(C(C)(C)C)cc1 (stereo not drawn)
0.0,1.1,CCOC(=O)N1CCC(N(CCN(C)C)C(=S)Nc2cccc(Cl)c2C)CC1
-3.2,-0.4,COc1cccc(C(=O)COc2ccc3c(C)c(Cc4ccccc4)c(=O)oc3c2C)c1
-1.6,-0.01,CCn1cc(Cl)c(C(=O)Nc2nc3ccccc3n2CCN2CCCCC2)n1
·,-0.18,COc1cc(CN(C(=O)c2cc3ccccc3oc2=O)C2CCS(=O)(=O)C2)cc(OC)c1OC (stereo not drawn)
-2.1,1.9,CCOc1ccc2nc(N3CCOCC3)nc(C)c2c1
-1.4,-2,Cc1cc(C(=O)N2CCCC2C(=O)O)c(C)o1 (stereo not drawn)
-0.2,0.02,CCOc1ccccc1-n1c(SCC(=O)NC)nnc1-c1ccco1
0.7,-0.46,N#Cc1c(N)n(CCc2ccc(F)cc2)c2nc3ccccc3nc12
1.0,-0.97,COc1ccc(CCN2C(=O)CC(NCc3ccc4c(c3)OCO4)C2=O)cc1OC (stereo not drawn)
0.4,-1.9,CC(C)c1nnc(NC(=O)C2CCCCC2)s1
-0.1,0.22,CN(C(=O)COC(=O)c1cc(-c2ccccc2Cl)nc2ccccc12)C1CCS(=O)(=O)C1 (stereo not drawn)
-1.0,-0.05,CN1CCN(C(=O)c2ccc(C(F)(F)F)cc2)CC1
-0.2,0.98,O=C(Nc1sc2c(c1C(=O)O)CCC2)c1ccccc1

# An excerpt of these results, field by field:
> COc1cccc(C(=O)COc2ccc3c(C)c(Cc4ccccc4)c(=O)oc3c2C)c1
  STK33 inh = -3.2	Kir21 inh = -0.4

> N#Cc1c(N)n(CCc2ccc(F)cc2)c2nc3ccccc3nc12
  STK33 inh = 0.7	Kir21 inh = -0.46

> COC(=O)C(Cc1ccccc1)NC(=O)COc1ccc(C(C)(C)C)cc1 (stereo not drawn)
  STK33 inh = -1.2	Kir21 inh = -0.23

> COc1ccc(C(=O)N(CN2CCCC2=O)c2cc(C)on2)cc1OC
  STK33 inh = -1.0	Kir21 inh = -0.15

# Bioassay records as filed in PubChem.
